Bioassay records as filed in PubChem.
PI4K2A inh: PI4K2A (human) kinase inhibition. 0.13% of 420,000 active. activity change, negative = inhibition, % at 76.9 µM. Q9BTU6. AID 1346378. purified PI4K2A, ADP-Glo luminescence, 1 h; active compounds read low; in the data active = activity change below about -50%;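 note: -100% = wells without enzyme as full effect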
Target sequence (Q9BTU6 whole entry, looked up): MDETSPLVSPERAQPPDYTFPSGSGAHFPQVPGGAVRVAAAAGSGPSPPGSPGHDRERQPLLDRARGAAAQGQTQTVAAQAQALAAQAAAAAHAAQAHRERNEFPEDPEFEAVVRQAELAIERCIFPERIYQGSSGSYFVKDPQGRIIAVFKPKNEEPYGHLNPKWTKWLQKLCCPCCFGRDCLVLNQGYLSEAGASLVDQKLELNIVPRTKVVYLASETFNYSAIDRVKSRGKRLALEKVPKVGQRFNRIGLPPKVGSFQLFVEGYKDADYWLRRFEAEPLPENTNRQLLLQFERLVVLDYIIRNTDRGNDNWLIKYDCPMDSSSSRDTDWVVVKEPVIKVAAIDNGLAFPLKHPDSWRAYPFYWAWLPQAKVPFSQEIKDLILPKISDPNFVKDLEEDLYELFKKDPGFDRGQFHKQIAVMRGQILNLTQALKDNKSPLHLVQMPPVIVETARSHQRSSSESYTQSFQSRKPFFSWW
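In this quantitative HTS, ADP production by PI4K2A was quantified luminescently after 1 h at ambient temperature; 100 microM adenosine served as plate-quality control.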
GLS inh: inhibitors of human glutaminase (GLS); AID 624170; Potency, µM (doses to about 45.5 µM), inactives show top-dose activity change, negative = inhibition, hits mostly inhibitors; 0.21% of 410,000 active; GLS enzymatic activity, qHTS titration; O94925; active = well fitted inhibition curve with a large enough effect; note: potency is the fitted concentration of half-maximal effect
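hKGA; 45 mM KH2PO4 pH 8.2 + 0.02% Tween-20; cpd via pin tool; 1 mM Gln soln; GluOx/HRP/Amplex Red; RT 30 min; fluor. t0 & final.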
* marks the source's active call; other numbers are inactive results; i = inactive; [ ] = dose if it differs, or a comment. Unless noted, % is set by controls: 0 for no effect and ±100 for the full control effect. Not all compounds are listed; the hit share may differ from the screen's.

The first 4 records, ahead of the listing:
Order of results – GLS inh, PI4K2A inh
CC1(Cc2ccc(C(F)(F)F)nc2)C(=O)Nc2cc(-c3ccccc3Cl)ccc21 (stereo not drawn)
    2.5%, -0.2
COC(=O)CCCn1cc(CN2CC(N(C)C)CS2(=O)=O)nn1 (stereo not drawn)
    1.2%, -1.0
CC(C)Oc1cccc(NC(=O)C2(C)CCN2C(C)C)c1 (stereo not drawn)
    10.4%, -1.3
COCCNC(=O)C1CCCN(C(=O)c2ccc3sccc3c2)CC1 (stereo not drawn)
    -0.6%, -2.8

Results, from the start:
Order of results – GLS inh, PI4K2A inh
CC1(Cc2ccc(C(F)(F)F)nc2)C(=O)Nc2cc(-c3ccccc3Cl)ccc21 (stereo not drawn)
    2.5%, -0.2
COC(=O)CCCn1cc(CN2CC(N(C)C)CS2(=O)=O)nn1 (stereo not drawn)
    1.2%, -1.0
CC(C)Oc1cccc(NC(=O)C2(C)CCN2C(C)C)c1 (stereo not drawn)
    10.4%, -1.3
COCCNC(=O)C1CCCN(C(=O)c2ccc3sccc3c2)CC1 (stereo not drawn)
    -0.6%, -2.8
CCCc1c(-c2ccc(Cl)cc2)ncn1CCc1ccccc1OC
    1.2%, -4.2
CCC(c1nnnn1-c1c(C)cccc1C)N1CCN(CCN2CCOCC2)CC1 (stereo not drawn)
    10.1%, 2.6
CC1=C(C(=O)N(C(C)C)C(C)C)CC(CC(=O)NCc2cccc3ccccc23)C(=O)N1Cc1ccc(C(C)(C)C)cc1 (stereo not drawn)
    6.8%, 2.4
CN1CCCC1CN1CCCC1 (stereo not drawn)
    0.9%, -4.2
CCOC(=O)C1(C)CCN1C(=O)c1ccc(F)c(Cl)c1 (stereo not drawn)
    -6.1%, -2.8
COc1cccc(C(O)c2nc(-c3cccc(CO)c3)cs2)c1 (stereo not drawn)
    -7.4%, -6.0
Cc1ccc(CN2C(=O)C(CC(C)C)Nc3ncnc(N4CCCCC4)c32)cc1 (stereo not drawn)
    14.6%, -1.1
COc1c(C)cc(C(O)c2ncc(-c3cccc4ccccc34)[nH]2)cc1C (stereo not drawn)
    3.4%, -2.9
NC(=O)c1cccc(-c2ccnc3c2CC(C(=O)Nc2cccc(C(F)(F)F)c2)O3)c1 (stereo not drawn)
    -21.1%, 1.1
CC(C)C[C@@H](CN1CCC[C@@H]1CN1C(=S)NC[C@@H]1Cc1ccc(O)cc1)N1C[C@H](Cc2ccc(O)cc2)N(CCc2ccccc2)C1=S
    31.7%[activator], 0.8
Cc1cccc(C)c1Cn1c(C)c(C(=O)NCc2ccccc2C(F)(F)F)sc1=O
    -11.3%, -2.7
Cc1ccc(Cl)cc1-c1cc(C(=O)NCC2CCCCC2)[nH]n1
    -1.1%, 0.7
COc1ccccc1-c1cnc(C(O)c2cccc(C)c2C)[nH]1 (stereo not drawn)
    -1.7%, 1.5
COC(=O)[C@]12CCCCC=C1N(Cc1cccc3ccccc13)C(=O)[C@H](CC(=O)NCCCCc1ccccc1)C2
    -3.3%, -2.7
COCCNC(=O)C1CCCN(C(=O)Cc2cccc3ccccc23)CC1 (stereo not drawn)
    -0.5%, -1.4
CC(C)CNC(=O)C1(C)CCCN1C(=O)c1cccnc1 (stereo not drawn)
    -2.2%, -2.2
COc1ccc(NC(=O)c2cc(-c3cc(Cl)ccc3C)n[nH]2)c(OC)c1
    5.6%, 1.4
CC1(Cc2ccccc2C#N)C(=O)Nc2ccc(-c3ccccc3)cc21 (stereo not drawn)
    5.3%, 0.2
CC(C)CC(N)c1csc(Nc2cc(Oc3ccccc3)ncn2)n1 (stereo not drawn)
    0.3%, -0.3
O=C(NCC1CC1)C1Cc2c(-c3ccc4c(c3)OCO4)ccnc2O1 (stereo not drawn)
    0.0%, 0.2
COc1cccc(CNc2nc3cc(-c4ccc(F)cc4)sc3c(=O)n2C)c1OC
    1.7%, -4.3
O=C(Nc1ccc(S(=O)(=O)Nc2nccs2)cc1)c1ccncc1
    3.4%, -2.4
CC1(C(=O)NS(=O)(=O)C2CC2)CCCN(C(=O)Cc2ccc(F)cc2)C1 (stereo not drawn)
    -1.8%, -5.5
COc1cccc(-c2cnc(C(O)c3ccc(C(C)(C)C)cc3)[nH]2)c1 (stereo not drawn)
    -10.0%, -2.1
COc1ccc(N2CCN(c3cncc(C)n3)CC2)cc1
    59.8%[activator], -10.7
COCOc1cccc(CN2CCC2(C)C(=O)Nc2ccc(C)c(O)c2)c1 (stereo not drawn)
    10.1%, -4.8

Other structures follow.
Order of results – GLS inh, PI4K2A inh
CCOC(=O)C1(C)CCN1C(=O)c1ccc(Cl)nc1 (stereo not drawn)
    -6.8%, 2.2
CC(C)(C)Nc1c(C2CCNCC2)nc2c(OCc3ccccc3)cccn12
    -3.8%, -1.1
COCCN1C[C@@H](CO)O[C@@H](n2cnc3c(N4CCN(CCO)CC4)ncnc32)C1
    -4.3%, 1.0
CCc1nc2ccc(C(=O)N3CCN(C(C)=O)CC3)cn2c1N(CC)C(=O)NCCc1ccccc1
    3.7%, 4.4
CCOC1=C2[C@H]([C@H]3C(=O)N(c4ccccc4)C(=O)[C@H]3C1)[C@@H](C(C)C)N(S(=O)(=O)c1ccc(C)cc1)[C@H]2c1ccccc1
    -12.0%, 7.1
Cc1nc2c(OCc3ccc(Cl)cc3Cl)cccn2c1N(C)CC1CC1
    2.4%, -0.7
CCN(CC)C(=O)c1cccc(-c2csc(C(O)c3ccc(F)cc3)n2)c1 (stereo not drawn)
    3.1%, 0.5
CC1(C(=O)NS(=O)(=O)c2ccccc2Cl)CCN1C(=O)CC1CCCC1 (stereo not drawn)
    3.0%, -1.6
CC(=O)c1cccc(-c2ccnc3c2CC(C(=O)Nc2ccc(Cl)cc2)O3)c1 (stereo not drawn)
    15.3%, 4.6
CN(C)c1ccc(-c2ccnc3c2CC(C)(C(=O)NCc2cccc(Cl)c2)O3)cc1 (stereo not drawn)
    25.0%, 1.1
COCCN1C[C@@H](CO)O[C@@H](n2cnc3c(NCc4cc(OC)c(OC)c(OC)c4)ncnc32)C1
    3.6%, -2.2
OC(c1ccc(Cl)c(F)c1)c1ncc(-c2ccccc2Cl)[nH]1 (stereo not drawn)
    -3.3%, -1.3
CC(=O)NC(c1ccccc1)c1nc(-c2cccc(C(C)C)c2)cs1 (stereo not drawn)
    -2.0%, -0.2
CCCNC(=O)c1cc(C2CCCCN2C(=O)c2ccc(C(C)C)cc2)on1 (stereo not drawn)
    2.5%, 3.3
CCCCc1c(-c2ccccc2OC)ncn1C1CCCC1
    1.2%, -0.3
COc1ccccc1CNc1nc(NCc2ccccc2F)c2sccc2n1
    -4.7%, 3.6
CCCCOCCCNC(=O)C[C@@H]1C[C@@]2(C(=O)OC)CCCCC=C2N(Cc2ccc(Cl)cc2Cl)C1=O
    1.8%, 4.2
CC1(C)OC(=O)C2=C(C[C@@H](C3CC3)O[C@@H]2C2CC2)O1
    5.9%, 3.5
OC[C@@H]1CN(Cc2ccc(-c3ccccc3)cc2)C[C@H](n2cnc3c(N4CCOCC4)ncnc32)O1
    1.7%, 2.3
CCOc1ccc(CCN2C(=O)C(=O)N([C@@H](Cc3ccc(O)cc3)CN3CCC[C@H]3CN3C(=O)C(=O)NC[C@@H]3Cc3ccc(O)cc3)C[C@@H]2Cc2ccccc2)cc1
    3.3%, -1.3
CC1(C(=O)NCc2cccc3ccccc23)CCN1C(=O)C1(c2ccccc2)CC1 (stereo not drawn)
    8.0%, -2.3
CCc1nc2c(OCc3ccccc3C(=O)OC)cccn2c1N(C)C(=O)Nc1ccccc1OC
    3.8%, -5.0
CCCCn1nnnc1C(CCSC)N1CCN(C/C=C/c2ccccc2)CC1 (stereo not drawn)
    -3.0%, -3.6
CC(C)(C)OC(=O)N1CCC[C@H]1C(=O)NCc1ccc(F)cc1F
    7.1%, -6.5
CC(=O)Nc1ccc(S(=O)(=O)N2CCN(c3ccc(C(C)=O)cc3)CC2)cc1
    -3.0%, 2.0
O=C(NCc1ccc(F)cc1)c1cc(C2CCCCN2C(=O)CCc2ccccc2)on1 (stereo not drawn)
    -2.5%, 2.8
CC1(C(=O)NCc2ccc3c(c2)OCO3)CCN1C(=O)CCc1ccc(Cl)cc1Cl (stereo not drawn)
    -3.0%, 1.3
CCc1nc2c(OCc3ccccc3C(=O)OC)cccn2c1N(C)C(=O)c1cccc(OC)c1
    2.5%, -2.6
COC(=O)[C@]12CCCCC=C1N(Cc1ccc(Cl)cc1Cl)C(=O)[C@H](CC(=O)NCCCCc1ccccc1)C2
    0.2%, -1.1
CCCCC(=O)N(C)c1c(CC)nc2c(OCCC3CCCCC3)cccn12
    3.8%, -2.3

Later entries.
Order of results – GLS inh, PI4K2A inh
CCc1nc2c(OCC(=O)c3ccc(F)cc3)cccn2c1N(C)C(=O)c1ccccc1F
    1.1%, -4.6
CC(C)CN1CCC1(C)C(=O)Nc1cc(-c2ccccc2)nn1C (stereo not drawn)
    -5.9%, 4.1
COc1cccc(Cn2cnc(-c3ccccc3OC)c2-c2cccs2)c1
    -1.9%, -1.6
CC1(C(=O)NS(=O)(=O)c2ccc(Br)cc2)CCN1C(=O)C/C=C/c1ccccc1 (stereo not drawn)
    -1.9%, -7.4
CC(C)C[C@@H](CN1CCC[C@H]1CN1C(=O)C(=O)NC[C@@H]1Cc1ccc(O)cc1)N1C[C@H](Cc2ccccc2)N(CCc2ccccc2)C(=O)C1=O
    28.4%, -1.3
CC1Cc2[nH][nH]c(=O)c2C(C2CCCC2)O1 (stereo not drawn)
    1.0%, -4.6
CCOC(=O)C1(C)CCCN(C(=O)c2ccc3c(c2)OCO3)C1 (stereo not drawn)
    -0.4%, 0.9
COc1ccc(C(O)c2nc(-c3cccc(C(=O)O)c3)cs2)cc1 (stereo not drawn)
    7.1%, -2.4
CCc1ccc(C(O)c2ncc(-c3ccc(C)cc3)[nH]2)cc1 (stereo not drawn)
    0.4%, -3.1
O=C(Nc1ccccc1)OC[C@@H]1C=CS(=O)(=O)N1Cc1ccc(Br)cc1
    -1.3%, -2.2
Cc1cc(F)ccc1C(O)c1ncc(-c2cccc3ccccc23)[nH]1 (stereo not drawn)
    -5.2%, 5.2
CC(C)NC(=O)c1cccc2c(-c3ccc(F)c(F)c3)coc12
    7.7%, -2.8
FC(F)(F)c1ccccc1Cc1c(-c2cccc(Cl)c2)nc2ccc(Br)cn12
    2.9%, -3.7
Cc1ccc(S(=O)(=O)N2CCC(=O)N([C@H](COCc3ccc(Cl)cc3Cl)Cc3ccccc3)CC2)cc1
    1.7%, -0.7
COc1ccc(CCNC(=O)Nc2ccc3c(c2)c(=O)n(C)n3Cc2ccc(Cl)cc2)cc1OC
    6.3%, -1.1
CCOC(=O)[C@]12CCC=C1N(CCC1=CCCCC1)C(=O)[C@H](CC(=O)NCc1cccs1)C2
    -4.4%, -2.7
O=C(c1cc(C2CCCCN2S(=O)(=O)c2cccs2)on1)N1CCOCC1 (stereo not drawn)
    3.2%, 2.6
Clc1cccc(-c2cc3nc(NCCOc4ccccc4)ccn3n2)c1
    2.3%, -3.8
COc1ccc(-c2ccccc2)cc1NC(=O)[C@@H]1O[C@H](CO)[C@@H](O)[C@H]1O
    0.4%, -1.2
CCC(c1nnnn1-c1ccc2c(c1)OCCO2)N1CCN(c2cccc(C)c2C)CC1 (stereo not drawn)
    -1.6%, 2.9
COc1ccc(-c2nc3cc(C)c(Br)c(C)n3c2Cc2ccsc2)cc1OC
    2.1%, -0.2
NCc1csc(NC(=O)Nc2cccc(Cl)c2)n1
    -1.4%, -0.3
Cc1cc(F)cc(-c2cc(C(=O)NCc3ccc(C(F)(F)F)cc3)[nH]n2)c1
    -8.5%, -1.0
c1ccc2c(C(c3nnnn3-c3ccc4c(c3)OCCO4)N3CCCC3)ccnc2c1 (stereo not drawn)
    2.4%, -1.7
CC1(C(=O)NS(=O)(=O)c2ccc(F)cc2F)CCN1C(=O)c1ccccc1 (stereo not drawn)
    1.4%, 0.4
Cc1ccc(F)c(S(=O)(=O)NC(=O)C2(C)CCN2C(=O)C/C=C/c2ccccc2)c1 (stereo not drawn)
    5.9%, -3.1
CCCC(=O)N1CCC1(C)C(=O)Nc1cccc(OC(C)C)c1 (stereo not drawn)
    -5.8%, 1.1
CC(C)c1ccc(C(=O)N2CCCCC2c2cc(C(=O)Nc3ccncc3)no2)cc1 (stereo not drawn)
    -8.3%, -1.7
O=C(O)Cc1cccc(-c2cc(CCCCCCc3ccc(O[C@H]4O[C@H](CO)[C@@H](O)[C@H](O)[C@@H]4O)c(-c4cccc(CC(=O)O)c4)c3)ccc2O[C@H]2O[C@H](CO)[C@@H](O)[C@H](O)[C@@H]2O)c1
    14.0%, i
c1ccc(C[C@H]2CN=C(Nc3ccccc3)N2CC2CCCC2)cc1
    -17.5%, -4.9

Other structures follow:
Order of results – GLS inh, PI4K2A inh
COC(=O)[C@@]1(Cc2ccc(F)cc2)[C@H]2c3cc(C(=O)N(C)C)n(CCO)c3C[C@H]2CN1C(=O)c1ccccc1
    0.3%, 4.3
Cc1cc(C(=O)N2CCC2(C)C(=O)Nc2cccc3ccccc23)nn1C (stereo not drawn)
    3.7%, -5.4
CCc1nc2ccc(C(=O)N(CC)CCN(C)C)cn2c1N(C)Cc1nccs1
    40.8%[activator], 0.8
Cc1nc(C(F)(F)F)ccc1C(=O)N1CCC1(C)C(=O)NS(=O)(=O)c1ccc(C(C)(C)C)cc1 (stereo not drawn)
    19.4%, -3.9
CCCCN(C)c1c(C)nc2ccc(C(=O)N(CC)CCN(C)C)cn12
    35.1%[activator], -1.5
CC(=NNC1=NCCN1)c1cn(C2=NCCN2)nc1C
    18.6%, -6.3
